Pf growth 48h = Primary qHTS for delayed death inhibitors of the malarial parasite plastid, 48 hour incubation | hit rate 5.9% among 310,000 | P. falciparum luciferase growth in erythrocytes, 48 h | Potency, µM (highest dose often 28.7 µM), inactives show at the top dose activity change, negative = inhibition, usual class: inhibitors
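Parasite viability was followed by luminescence of a genomically integrated firefly luciferase. Cultures held 0.1% parasitemia at 2% hematocrit (final), incubated under 5% CO2 at 37 C.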
Pf growth 96h = Primary qHTS for delayed death inhibitors of the malarial parasite plastid, 96 hour incubation | AID 504834, 2011 | hit rate 6.9% among 320,000 | Potency, µM (doses to about 28.7 µM), inactives show top-dose activity change, negative = inhibition, hits mostly inhibitors | P. falciparum luciferase reporter growth, 96 h
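Luminescence readout: decreased luciferase signal marks inhibited growth of reporter-expressing P. falciparum in infected red cells (2% hematocrit, 0.05% parasitemia final), exposed to compound two generations (96 h, 37 C, 5% CO2).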
Sm TGR block = qHTS Assay for the Inhibitors of Schistosoma Mansoni Peroxiredoxins | hit rate 3% among 360,000 | AID 485364, 2010 | purified TGR, DTNB reduction, TNB absorbance 405 nm | Schistosoma mansoni thioredoxin glutathione reductase (TGR), Q962Y6 | Potency, µM (doses to about 114 µM), for the others: top-dose activity change, negative = inhibition, actives largely listed as inhibitors; further: nearly all actives have a fitted effect of over 60% in size
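Kinetic colorimetric format: TGR-catalysed, NADPH-driven DTNB reduction monitored via TNB absorbance. Enzyme dispensed at 20 nM; compound exposure 15 min at room temperature before reaction start.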
Tb PYK inh = qHTS of Trypanosoma Brucei Inhibitors; pyruvate kinase (Trypanosoma brucei), Q57TT1; TbPYK enzyme, Kinase-Glo Plus ATP luminescence, 45 min; Potency, µM (highest dose often 76.8 µM), for the others: top-dose activity, negative = inhibition, hits mostly inhibitors; hit rate 0.12% among 410,000; AID 624173, 2012; further: nearly all actives have a fitted effect of over 50% in size
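Luminescence from Kinase-Glo Plus, added after a 45-minute room-temperature reaction, served as the end-point read-out. The enzyme and substrate were preincubated with compound before ADP (130 uM final) initiated turnover. Concentration-effect curves came from normalized qHTS data.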
LmPK inh = qHTS Assay for Inhibitors of Leishmania Mexicana Pyruvate Kinase (LmPK) | Q27686 | purified LmPK, Kinase-Glo ATP luminescence, 1 h | Potency, µM (highest dose often 57.5 µM), for inactives: at the top dose activity change, negative = inhibition, actives largely listed as inhibitors | hit rate 0.37% among 290,000
Target sequence (Q27686 whole entry, looked up): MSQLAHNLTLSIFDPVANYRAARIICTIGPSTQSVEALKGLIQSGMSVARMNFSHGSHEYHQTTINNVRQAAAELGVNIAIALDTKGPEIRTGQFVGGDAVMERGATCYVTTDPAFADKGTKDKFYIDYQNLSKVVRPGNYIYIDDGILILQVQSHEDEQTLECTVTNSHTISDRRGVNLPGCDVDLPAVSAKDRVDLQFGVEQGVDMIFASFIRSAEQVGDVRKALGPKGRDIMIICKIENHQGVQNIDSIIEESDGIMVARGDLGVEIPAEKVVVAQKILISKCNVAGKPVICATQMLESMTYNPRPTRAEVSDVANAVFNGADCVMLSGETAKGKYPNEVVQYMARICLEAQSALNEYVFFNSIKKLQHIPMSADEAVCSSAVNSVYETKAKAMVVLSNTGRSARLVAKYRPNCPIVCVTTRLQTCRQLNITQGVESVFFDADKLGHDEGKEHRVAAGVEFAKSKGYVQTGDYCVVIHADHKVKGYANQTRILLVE
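In 50 mM imidazole pH 7.2 with 7 mM MgCl2, LmPK (0.1 nM) turned over PEP (0.5 mM) and ADP (0.1 mM) for 1 h at room temperature. Luciferase read-out of ATP.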
HCV inhibitor = qHTS Assay for Inhibitors of Hepatitis C Virus (HCV); hit rate 3.4% among 340,000; Huh7.5.1 HCVcc-Cre infection, luciferase reporter, 44 h; Potency, µM (doses to about 41.8 µM), without a hit: at the top dose activity change, negative = inhibition, actives largely listed as inhibitors
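Luciferase read-out (15 sec integration) after a 15 min room-temperature substrate step quantifies HCVcc-Cre infection. Cells, 1,000 per well, had compound added 4 h post-plating, then virus at ~0.5 moi, and were cultured 44 h.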
Active calls of the source: *; ? = inconclusive; / = not tested or not shown; & = joins results of further samples; [ ] = another dose, or the depositor's remark. The call rests on the fitted dose curve; in most records, active means well fitted curve in the direction sought with a large enough effect; inconclusive means small, poorly fitted or top-dose-only effect, or another doubt; inactive means no such curve, though single readings can be large; an effect the other way counts as inactive or inconclusive. On the % scale 0 is the no-effect control and ±100 the full control effect; potency means the concentration at half of the fitted maximal effect. Not a hit list. About 16% of those tested had a hit in this group.

SMILES | Pf growth 48h | Pf growth 96h | Sm TGR block | Tb PYK inh | LmPK inh | HCV inhibitor
CC(C)CC(=O)Nc1ccc2oc(-c3cccnc3)nc2c1 | 10.5% | / | 2.4% | 7.8% | -11.4% | -5.6%
O=[N+]([O-])c1ccc(Oc2ccc(S(=O)(=O)N3CCOCC3)cn2)cc1 | 2.6% | -3.0% | -4.9% | 2.9% | / | -9.9%
Oc1ccccc1N=Nc1nc(-c2ccccc2)c(-c2ccccc2)[nH]1 | / | 2.08µM* | -16.7% | 1.8% | -12.1% | 3.55µM*
CN1CCC(=O)N([C@H](COc2ccccc2)Cc2ccccc2)CC1 | 4.3% | ? | 6.1% | 1.9% | -7.2% | 7.5%
Cn1c(=O)c(=O)n(C)c2cc(S(=O)(=O)NCc3ccc(Cl)cc3)ccc21 | 4.9% | ? | 0.0% | ? | 5.8% | -8.6%
CCCCNC(=O)N1CCN(c2ccccc2OCC)CC1 | -15.7% | ? | 2.1% | -7.2% | -0.1% | 2.8%
O=C(CCNS(=O)(=O)c1ccccc1)NCCCSc1ccccc1 | -18.6% | -26.4% | -1.1% | 3.3% | -6.4% | -26.6%
Cc1cc(NC(=O)C2CC(=O)N(c3cccc(Cl)c3)C2)no1 (stereo not given) | 5.5% | -0.1% | 7.1% | 7.8% | -2.3% | 19.0%
Cc1nn(-c2ccccc2)c(C)c1/C=N\NS(=O)(=O)c1ccc(Cl)cc1 | / | 14.4% | -0.7% | -1.8% | 11.4% | 3.1%
COc1ccc(-c2onc3ccc(C(=O)/C=C/N(C)C)cc23)cc1 | 10.4µM* | ? | 5.3% | -10.0% | 13.5% | -18.0%
O=C(CC1C(=O)NCCN1Cc1ccccc1C(F)(F)F)NCCN1CCOCC1 (stereo not given) | 32.3%[activator] | -0.3% | ? | -2.8% | 5.7% | -3.7%
NC(=O)CSc1c[nH]c2ccccc12 | -3.2% | 29.9% | -1.3% | -10.7% | -5.5% | 1.3%
Cc1cccc(N2CN(Cc3cccnc3)CNC2=S)c1C | 1.0% | -32.8% | 8.9% | -1.5% | -2.8% | 1.3%
O=c1cc(CNC2CCCCC2)c2ccccc2[nH]1 | 6.3% | ? | -0.7% | 3.9% | -6.4% | -10.5%
O=S(=O)(c1ccc(Cl)cc1)N1CCC(O)(CN2CCN(Cc3ccccc3)CC2)CC1 | -26.2% | 6.1% | -3.1% | -3.3% | 6.2% | 12.6µM*
O=C(c1cccs1)N1CCN(Cc2nc3ccccc3c(=O)[nH]2)CC1 | -2.1% | ? | -22.6% | -6.1% | 5.8% | 16.6%
O=c1c2ccccc2cnn1Cc1n[nH]c(=S)n1-c1ccc(F)c(Cl)c1 | -8.9% | ? | -1.6% | ? | 2.0% | -0.8%
CC(C)CNC(=O)c1ccccc1NC(=O)c1ccc(CN2CCOCC2)cc1 | 8.28µM* | 30.4%[activator] | -2.0% | 1.8% | -2.4% | ?
O=C(N/N=C/c1ccoc1)c1ccccc1 | 0.0% | ? | -4.3% | 2.1% | -4.1% | -0.2%
C/C(CC(O)(/C=N/O)c1ccccc1)=N\O (stereo not given) | 25.8% | 30.0% | -3.2% | 3.5% | -0.7% | 2.5%

Part of the list above, reduced to HCV inhibitor and Tb PYK inh.
structure,HCV inhibitor,Tb PYK inh
Cc1cc(NC(=O)C2CC(=O)N(c3cccc(Cl)c3)C2)no1 (stereo not given),19.0%,7.8%
Cc1nn(-c2ccccc2)c(C)c1/C=N\NS(=O)(=O)c1ccc(Cl)cc1,3.1%,-1.8%
COc1ccc(-c2onc3ccc(C(=O)/C=C/N(C)C)cc23)cc1,-18.0%,-10.0%
O=C(CC1C(=O)NCCN1Cc1ccccc1C(F)(F)F)NCCN1CCOCC1 (stereo not given),-3.7%,-2.8%

Further structures
SMILES | Pf growth 48h | Pf growth 96h | Sm TGR block | Tb PYK inh | LmPK inh | HCV inhibitor
CCN(CC)CCN=C(C)c1c(O)n(-c2ccccc2OC)c(=O)[nH]c1=O | 11.8% | -0.8% | ? | -6.9% | 1.8% | -1.3%
NC(=O)C1(N2CCCCC2)CCN(C(=O)CSc2nc3ccccc3[nH]2)CC1 | -21.3% | 11.0%[5.75 µM] | -23.3% | -10.1% | 3.5% | 16.6%&2.9%
Cc1sc2nc(SCC(=O)NCCO)n(C)c(=O)c2c1C | 6.6% | 9.28µM* | -0.8% | 26.9% | -4.0% | -2.1%
COC12NC(=O)N(C)C1(OC)C(=O)N(C)C(=O)N2C (stereo not given) | -9.2% | 3.9% | -4.4% | -5.4% | -3.1% | 3.7%
COc1ccc(-c2cc(C(=O)N3CCN(c4ccccc4O)CC3)c3ccccc3n2)cc1 | ? | -114.3% | -17.4% | 1.4% | / | ?
COc1ccc(N2CCN(CC(=O)NC(=O)NCc3ccccc3)CC2)cc1 | 7.0% | 8.1% | 4.8% | -1.5% | / | -1.3%
COc1ccc(S(=O)(=O)N2CCN(c3ccccc3OC)CC2)cc1OC | -7.0% | ? | 9.1% | -2.0% | 5.1% | 16.1%
COc1ccc(C(=O)N/N=C\c2coc3ccc(C)cc3c2=O)cc1 | -10.0% | -13.5% | -1.4% | -2.8% | -2.0% | 8.9%
O=C(NC(=S)NCCC1=CCCCC1)c1ccco1 | 116.1%[activator] | ? | -23.0% | 1.3% | 4.3% | -2.9%
CC1CCCCN1Cc1c(O)ccc2c(=O)c(-c3ccc(Br)cc3)coc12 (stereo not given) | 7.38µM* | 5.86µM* | 8.5% | -0.3% | 2.9% | -17.3%
COC(=O)c1ccc(NC(=O)C2CCCN(S(C)(=O)=O)C2)cc1 (stereo not given) | -4.2% | 64.3%[activator] | -11.4% | -6.7% | -1.3% | 10.4%
C/C(O)=C\c1nc(=O)c2c(C)cc(C)nc2n1-c1ccccc1 | -12.6% | -13.0% | 8.9% | 2.2% | -3.7% | 1.4%
CN(C)c1nc(Cl)nc(NCCOc2ccccc2)n1 | 12.6% | 0.0% | -2.1% | -13.6% | 3.9% | 27.9%
CN(CC(=O)Nc1ccc(OC(F)(F)F)cc1)C(=O)Cn1c(=O)cnc2ccccc21 | ? | ? | -15.9% | 0.9% | / | 0.5%
CC(NC(=O)c1cc(COc2c(F)cccc2F)on1)c1cnn(-c2ccccc2)c1 (stereo not given) | 2.8% | ? | 0.0% | -2.8% | -2.4% | ?
Cc1ccc(-n2c(O)c(C=Nc3ccc(Br)cn3)c(=O)[nH]c2=O)cc1 | 11.4% | 1.6% | / | -4.6% | -4.3% | 15.5%
COc1ccc(NC(=S)N/C(=N/S(=O)(=O)c2ccc(C)cc2)c2ccccc2)cc1 | 153.5%[activator] | 42.5%[activator] | ? | 0.0% | -6.3% | -9.5%
CCN(CC)c1ccc(S(=O)(=O)Nc2cc(Cl)ccc2Cl)cc1NC(=S)NC(=O)C1CCCC1 | -9.7% | -26.5% | -1.4% | -19.4% | -1.8% | -25.7%
CC(C)/C=N/Nc1nc2c(c(=O)n(C)c(=O)n2C)n1C | 4.5% | 23.9% | -23.7% | -24.0% | -9.0% | 8.1%
C/C(=N\NC(=O)c1nn(C)cc1Br)c1ccncc1 | 34.9%[activator] | 34.4%[activator] | -5.9% | -7.9% | -3.5% | 41.0%[activator]
Oc1ccc(Cl)cc1CNc1nccs1 | ? | ? | 0.9% | -11.9% | 4.8% | 11.2%
Cc1c(NC(=S)NC(=O)C2CCCCC2)c(=O)n(-c2ccccc2)n1C | -3.0% | ? | -15.2% | -1.3% | 0.4% | -2.4%
COc1cc(NC(=O)COc2ccc3c(C)cc(=O)oc3c2C)cc(OC)c1OC | ? | ? | -2.9% | -4.9% | 3.4% | ?
O=S(=O)(CC(CN1CCCCC1)N1CCCCC1)c1ccccc1 (stereo not given) | -80.2% | ? | -3.0% | -4.0% | 6.4% | ?
CCN1CCN(S(=O)(=O)c2ccc(OC)c(NC(=O)c3ccccc3F)c2)CC1 | -13.6% | 7.38µM* | -5.8% | 8.9% | / | 6.8%
CN(C)CCn1c2c(c(SCC(=O)Nc3cccc4ccccc34)nc1=O)CCC2 | -17.1% | ? | -7.3% | -5.7% | / | -12.1%
CCCCCCCC1=CC2=CC(=O)C(C)(OC(C)=O)C(=O)C2=CN1CCc1ccccc1 (stereo not given) | ? | ? | -4.5% | / | 0.1% | 5.5%[8.37 µM]
CC(C)(O)C#Cc1ccc(C(=O)Nc2ccc3c(c2)OCO3)s1 | 159.8%[activator] | ? | -16.0% | -5.7% | 4.9% | ?
O=C(CCNC(=O)C1CCN(S(=O)(=O)c2ccc(F)cc2)CC1)Nc1nccs1 | -0.8% | ? | -3.4% | 0.0% | -0.1% | 7.5%
CN1CCN(c2ccc(C(=O)c3ccccc3)cc2[N+](=O)[O-])CC1 | 47.0%[activator] | ? | -13.4% | -3.1% | -1.1% | ?

One compound at a time (already shown). Screens in order: Pf growth 48h, Pf growth 96h, Sm TGR block, Tb PYK inh, LmPK inh, HCV inhibitor
CN(C)CCn1c2c(c(SCC(=O)Nc3cccc4ccccc34)nc1=O)CCC2 is listed with -17.1%, ?, -7.3%, -5.7%, /, -12.1%
CC(C)(O)C#Cc1ccc(C(=O)Nc2ccc3c(c2)OCO3)s1 is listed with 159.8%[activator], ?, -16.0%, -5.7%, 4.9%, ?
Cc1c(NC(=S)NC(=O)C2CCCCC2)c(=O)n(-c2ccccc2)n1C is listed with -3.0%, ?, -15.2%, -1.3%, 0.4%, -2.4%
CN1CCN(c2ccc(C(=O)c3ccccc3)cc2[N+](=O)[O-])CC1 is listed with 47.0%[activator], ?, -13.4%, -3.1%, -1.1%, ?

Next section:
SMILES | Pf growth 48h | Pf growth 96h | Sm TGR block | Tb PYK inh | LmPK inh | HCV inhibitor
CCOC(=O)CNC(=O)C(CO)NC(=O)OCc1ccccc1 (stereo not given) | 10.4% | ? | -12.0% | 4.1% | -0.9% | 11.2%
CCOC(=O)c1c(NC(=O)COC(=O)c2ccc(Cl)nc2)sc(C(=O)N(C)C)c1C | ? | -5.2% | -0.1% | 2.6% | / | -8.6%
CCOC(=O)C1=C(C)N=C2SCCC(=O)N2C1c1cccs1 (stereo not given) | 6.7% | -6.5% | -0.6% | -10.9% | 1.6% | 15.2%
CCC(CC)NC(=O)Cn1c(C(C)NC(C)=O)nc2ccccc21 (stereo not given) | -6.7% | 50.2%[activator] | -0.8% | -3.0% | -2.6% | 3.4%
COc1ccc(OC)c(C(c2c(C)[nH][nH]c2=O)c2c(C)[nH][nH]c2=O)c1 | ? | ? | -3.3% | 1.1% | 3.9% | 10.6%
COc1ccc(-c2nc(CS(=O)CC(=O)NCc3ccccc3)c(C)o2)cc1OC (stereo not given) | ? | 13.1µM* | ? | 5.2% | 4.8% | -15.3%
Cc1cccc(/C=N/NC(=O)c2cc3c(s2)-c2ccccc2CC3)c1 | ? | 16.2% | -3.4% | -4.7% | 6.2% | 7.3%
O=C(c1cccc(C(F)(F)F)c1)N1CCN(S(=O)(=O)c2ccc(Cl)s2)CC1 | -4.1% | ? | -22.7% | -4.8% | 0.3% | -5.1%
Cn1c(C(=O)OC(C(=O)NC2CCCC2)c2ccncc2)cc2sccc21 (stereo not given) | ? | / | 0.6% | -14.1% | 6.6% | ?
COc1cccc(-n2nnnc2SCC(=O)Nc2ccccc2OC)c1 | 18.2% | 9.28µM* | -20.9% | 1.7% | 1.9% | ?

High-throughput results as filed in PubChem BioAssay.
